# Compound activity from PubChem BioAssay.
# PPARg SRC1 recr – PPARgamma agonists recruiting SRC-1 coactivator, primary screen, biochemical. Peroxisome proliferator-activated receptor gamma (Homo sapiens), P37231. PPARgamma-SRC-1 coactivator recruitment biochemical assay. activation, % at 8 µM. 0.41% of 200,000 active. AID 631, 2007; in the data active means activation above about 19%;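 further: 0% = DMSO and 100% = reference agonist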
# Target sequence (P37231 whole entry, looked up): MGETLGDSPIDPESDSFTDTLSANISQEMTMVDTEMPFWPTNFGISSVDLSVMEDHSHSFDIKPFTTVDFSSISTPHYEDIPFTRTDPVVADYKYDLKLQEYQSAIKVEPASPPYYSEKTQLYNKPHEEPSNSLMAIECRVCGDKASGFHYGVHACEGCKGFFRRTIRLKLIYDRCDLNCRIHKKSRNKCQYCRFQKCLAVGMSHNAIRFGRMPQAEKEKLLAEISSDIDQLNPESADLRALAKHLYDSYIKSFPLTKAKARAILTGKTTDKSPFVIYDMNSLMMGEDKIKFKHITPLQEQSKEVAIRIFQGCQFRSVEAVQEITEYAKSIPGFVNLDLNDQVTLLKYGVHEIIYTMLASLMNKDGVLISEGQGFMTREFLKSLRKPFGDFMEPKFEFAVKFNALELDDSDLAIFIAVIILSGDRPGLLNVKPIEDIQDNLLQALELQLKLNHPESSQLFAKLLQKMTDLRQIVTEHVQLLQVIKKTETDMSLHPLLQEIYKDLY
# SRC2 TRFRET art – TR-FRET signal artefacts, primary screen, artefact control for PPARgamma SRC-2 agonist project, biochemical; TR-FRET artefact counter-screen; active compounds read high; TR-FRET ratio at 8 µM; 0.4% of 200,000 active; AID 1049, 2008; in the data active means TR-FRET ratio above about 2000; further: inactives centre near 1500
# PPARg SRC2 recr – agonists of PPARg-SRC-2 recruitment, primary screen, biochemical, HTS; 0.34% of 200,000 active; activation, % at 8 µM; PPARgamma LBD-SRC-2 recruitment; Peroxisome proliferator-activated receptor gamma (Homo sapiens), P37231; AID 1032, 2008; in the data active means activation above about 22%;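 further: 0% = vehicle and 100% = reference agonist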
# TLR4-MyD88 BLA – inhibitors of TLR4-MyD88 association in cells, primary screen, cell-based, HeLa CL3-4, BLA complementation, FRET ratio; Toll-like receptor 4 (Homo sapiens) + Myeloid differentiation primary response protein …; HeLa CL3-4 TLR4/MyD88 BLA complementation; inhibition, % at 8.4 µM; 0.18% of 200,000 active; AID 861, 2007; in the data active means inhibition above about 25%;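 further: 0% = vehicle and 100% = reference inhibitor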
# PPARg SRC-3 ag – PPARgamma agonists recruiting SRC-3 coactivator, primary screen, biochemical. Peroxisome proliferator-activated receptor gamma (Homo sapiens), P37231. biochemical PPARgamma/SRC-3 coactivator recruitment assay. activation, % at 8 µM. 0.26% of 200,000 active; in the data active means activation above about 23%;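 further: 0% = DMSO and 100% = reference agonist; some compounds past the cut are filed as inactive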
# bIAP act – bovine intestinal alkaline phosphatase activators, primary screen, biochemical, bovine IAP, CDP-star luminescence | purified bovine IAP, 30 min; active compounds read high; fold of DMSO-control signal, blank-subtracted | activation factor at 20 µM | alkaline phosphatase, intestinal [Bos taurus] | 0.17% of 200,000 active | AID 1016, 2008;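 active means activation factor of 2 or more at 20 µM, a signal rise over negative controls twice the positive control's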
# L major viab – Leishmania major promastigote growth inhibition, primary screen; Leishmania major promastigotes, resazurin fluorescence viability; 9% of 200,000 active; AID 1063, 2008; inhibition, % at 10 µM; in the data active means inhibition above about 50%;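 further: promastigotes grown with compound for 44 hours at 28 °C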
# ROMK primary – ROMK potassium channel modulators, primary screen, cell-based, thallium flux, MLSMR library. Tet-inducible ROMK, thallium flux fluorescence; actives lie on both sides. B-score at 10 µM. 2% of 130,000 active;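 active means signal ratio slope over the read window, or its plate-corrected B-score, at least 3 SD from the plate mean, either direction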;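 further: B-score of the F/F0 ratio slope over 7 to 12 s after thallium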
# bIAP inhibitor – bovine intestinal alkaline phosphatase inhibitors, primary screen, selectivity assay for TNAP inhibitor project, biochemical, bovine IAP, CDP-star luminescence; alkaline phosphatase, intestinal [Bos taurus]; purified bovine IAP, 30 min; inhibition, % at 20 µM; 190,000 tested, under 10 active; AID 1019, 2008;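 active means over 50% inhibition of intestinal alkaline phosphatase at 20 µM in the single-dose screen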
#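 test system = bovine IAP enzyme | medium = DEA buffer 100 mM, pH 9.8, with MgCl2 1.0 mM, ZnCl2 0.02 mM | detection = luminescence | dosing = single compound dose of 20 µM, 2% DMSO final | incubation = 30 min reaction at room temperature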
# Redox H2O2 prof – compounds producing H2O2 with reducing agent – biochemical, NIH compound library profiling, artefact control for MLSCN library redox annotation, primary screen. DTT-dependent redox cycling H2O2, phenol red/HRP absorbance; 100% = 100 µM peroxide control, 0% = buffer. activation, % at 10 µM. 0.03% of 200,000 active;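 active means activation of at least 50% relative to the plate's high and low controls in the primary single-dose screen; inactive means activation below 50%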;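 further: compound incubated with DTT at 0.8 mM final as the reducing agent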
# S1P3 antag – S1P3 receptor antagonists, primary screen, cell-based; AID 485, 2006; inhibition, % at 4.98 µM; Sphingosine 1-phosphate receptor 3 (Homo sapiens), Q99500; CHO S1P3 NFAT-BLA reporter, FRET fluorescence, antagonist mode; 0.27% of 170,000 active;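 active means inhibition above the plate cutoff, the mean inhibition of test wells on that plate plus 3 SD, cut at about 28% in these data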;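 further: cells challenged with S1P at its EC80 of 0.8 µM; blue over green emission ratio from cleaved BLA substrate after 4 h stimulation; 0% = S1P-stimulated wells and 100% = unstimulated DMSO-only wells; some compounds past the cut are filed as inactive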
# Target sequence (Q99500 whole entry, looked up): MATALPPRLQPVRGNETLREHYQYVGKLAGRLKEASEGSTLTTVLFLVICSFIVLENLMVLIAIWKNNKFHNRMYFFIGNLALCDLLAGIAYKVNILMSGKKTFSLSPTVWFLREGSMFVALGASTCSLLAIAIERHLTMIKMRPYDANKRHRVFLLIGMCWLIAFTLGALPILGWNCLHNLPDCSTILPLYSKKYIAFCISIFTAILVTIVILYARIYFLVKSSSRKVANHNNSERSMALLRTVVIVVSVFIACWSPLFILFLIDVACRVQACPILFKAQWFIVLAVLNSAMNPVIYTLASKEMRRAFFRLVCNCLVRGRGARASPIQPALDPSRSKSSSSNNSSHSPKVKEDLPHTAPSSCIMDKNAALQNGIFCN
# An asterisk follows results filed as active; . = no result given.
# Values in the order – PPARg SRC1 recr | SRC2 TRFRET art | PPARg SRC2 recr | TLR4-MyD88 BLA | PPARg SRC-3 ag | bIAP act | L major viab | ROMK primary | bIAP inhibitor | Redox H2O2 prof | S1P3 antag
> N#Cc1cccc(NC(=O)Cn2c3[n+](c4ccc(C(F)(F)F)cc42)CCCCC3)c1
 : -2 | 1615 | 2 | -4 | 4 | 0.4 | 3 | -1.2 | . | 0.1 | -3
> CC1(C)SC2[C@H](NC(=O)C(NC(=O)N3CCNC3=O)c3ccccc3)C(=O)N2C1C(=O)O (stereo partly drawn)
 : 1 | 1344 | 0 | 11 | -2 | 0.9 | 1 | . | 9 | -0.4 | 5
> CCCNC(=O)N1CCC(C(=O)c2ccc(Cl)cc2)CC1
 : -11 | 1489 | -2 | -2 | -5 | 1.1 | 6 | . | -12 | 2.3 | .
> O=C1NCCCC1C(=O)N/N=C/c1ccccc1 (stereo not drawn)
 : 2 | 1619 | 1 | -5 | 6 | 1 | -5 | . | 5 | -3.5 | .
> Cc1sc2nc(SCC(=O)N(C)C)[nH]c(=O)c2c1C
 : -9 | 1503 | 1 | 3 | 3 | 0.9 | -1 | -0.039 | 11 | -0.6 | -8
> COc1nc(OCCNC(=O)Nc2ccccc2)nc(N(C)C)n1
 : 9 | 1630 | -3 | 12 | 7 | 1 | -1 | . | -4 | 0.6 | -4
> Cc1ccc(S(=O)(=O)CC(O)CN2CCCC2=O)cc1 (stereo not drawn)
 : -2 | 1572 | -3 | -1 | 1 | 1.1 | 1 | . | -6 | -3.9 | .
> O=c1c2ccccc2cnn1Cc1n[nH]c(=S)n1-c1ccccc1Cl
 : 4 | 1592 | 4 | -19 | 1 | 0.7 | -6 | . | 26 | -0.4 | -11
> O=C(Cn1nnc(-c2ccccc2)n1)NCc1ccco1
 : -5 | 1466 | -2 | -9 | -5 | 1 | 11 | 0.058 | 1 | 1.0 | .
> C=CCn1c(CNC(=O)c2ccco2)nnc1SCC(=O)Nc1cccc(Br)c1
 : 6 | 1515 | 11 | -11 | 7 | 1 | 3 | 0.093 | 3 | 0.4 | .
> COc1ccc(OC(C)C(=O)Nc2ccc([N+](=O)[O-])cc2)cc1 (stereo not drawn)
 : 5 | 1846 | -1 | 11 | -2 | 0.8 | 14 | -0.031 | 18 | -1.8 | 14
> Cc1nc2ccc(S(=O)(=O)NC(CC(C)C)C(=O)O)cc2s1 (stereo not drawn)
 : 7 | 1695 | 13 | -23 | 7 | 1 | -6 | . | -2 | 0.5 | -26
> CN1CCN(CCOc2ccc(Cl)c(Cl)c2)CC1
 : 6 | 1731 | 12 | 3 | 2 | 1.1 | 98* | -1.7 | -9 | 0.3 | -7
> CN(CC(=O)Nc1ccc(C#N)cc1)Cc1ccc(Cl)cc1Cl
 : 0 | 1565 | 10 | -4 | 5 | 1 | 0 | -1.8 | -4 | -0.3 | .
> CC(c1ccco1)N(Cc1ccco1)C(=O)Nc1ccccc1 (stereo not drawn)
 : -1 | 1461 | 8 | 6 | 3 | 0.8 | 8 | -1.1 | 15 | -0.1 | .
> CCOc1cc(CNCc2ccccn2)ccc1OCC(=O)NC(C)(C)C
 : 4 | 1478 | 1 | -5 | 7 | 1 | -4 | . | 1 | 0.1 | -15
> Cc1ccc2cccc(S(=O)(=O)N3CCN(c4ccccc4F)CC3)c2n1
 : 8 | 1587 | -2 | 0 | -7 | 1.2 | -14 | . | -20 | -0.7 | -2
> C=Cc1cccc(NC(=O)COc2ccccc2)c1
 : 4 | 1568 | 7 | 10 | -5 | 0.6 | -3 | 0.4 | 39 | 0.6 | 9
> COc1cc(/C=N/NC(=O)CCNC(=O)c2ccccc2Cl)ccc1O
 : 0 | 1553 | -2 | -8 | 2 | 1.1 | -6 | -0.086 | -7 | -2.7 | -11
> COc1ccccc1CNC(=O)CCS(=O)(=O)c1ccc2c(c1)CCCN2C(C)=O
 : 0 | 1771 | 6 | 8 | 8 | 0.9 | -2 | . | 5 | -2.9 | 3
> CSc1nnc(C)c(=O)n1COC(=O)COc1ccc2ccccc2c1
 : 10 | 1558 | 6 | -3 | 1 | 1.1 | -5 | . | -14 | 0.2 | 0
> CC(NC(=O)NC12CC3CC(CC(C3)C1)C2)C1CCCO1 (stereo not drawn)
 : -2 | 1597 | 19 | 1 | 10 | 0.9 | -8 | -0.83 | 9 | -0.3 | 15
> COc1ccc(-c2cc3nc(C)cc(N4CC(C)CC(C)C4)n3n2)cc1 (stereo not drawn)
 : 1 | 1615 | 1 | -1 | 4 | 0.9 | 16 | 0.82 | 12 | 0.2 | .
> C/C(CC(=O)Nc1cccc(Cl)c1C)=N\NC(=O)C(=O)NCC(C)C
 : 5 | 1574 | 6 | -3 | 6 | 1.1 | -4 | 0.5 | -14 | -0.5 | -4
> O=C(CSCc1ccc([N+](=O)[O-])cc1)Nc1cccc(C(=O)Nc2ccccc2C(=O)O)c1
 : 5 | 1678 | 1 | -6 | -1 | 0.9 | -7 | 0.8 | 7 | 1.9 | .
> O=c1cc(NCCCO)c2ccccc2o1
 : 8 | 1318 | 4 | 11 | -13 | 1 | 0 | -0.078 | 1 | 0.1 | .
> CC(=O)Nc1nc2ccccc2n1CCOc1ccccc1Cl
 : 8 | 1603 | 0 | 0 | 7 | 0.9 | 99* | . | 8 | 1.4 | -15
> Cc1ccc(C(=O)C(NC(=O)c2ccco2)Nc2sc3c(c2C(N)=O)CCCC3)cc1 (stereo not drawn)
 : 3 | 1418 | 7 | -18 | 7 | 3.6* | 6 | . | -263 | 0.6 | .
> CC(=O)Nc1ccc(S(=O)(=O)NC2(C(F)(F)F)C(=O)Nc3c2c(=O)[nH]c(=O)n3Cc2cccnc2)cc1 (stereo not drawn)
 : 6 | 1618 | 13 | -18 | 1 | 1 | -5 | -0.45 | 1 | 0.6 | 0
> O=C(NC1CCCCCC1)c1ccc[nH]c1=S
 : 0 | 1653 | 3 | -10 | 1 | 0.8 | 15 | 0.3 | 20 | -0.2 | -12

# A section from the list above, for reference:
# Values in the order – PPARg SRC1 recr | SRC2 TRFRET art | PPARg SRC2 recr | TLR4-MyD88 BLA | PPARg SRC-3 ag | bIAP act | L major viab | ROMK primary | bIAP inhibitor | Redox H2O2 prof | S1P3 antag
> N#Cc1cccc(NC(=O)Cn2c3[n+](c4ccc(C(F)(F)F)cc42)CCCCC3)c1
 : -2 | 1615 | 2 | -4 | 4 | 0.4 | 3 | -1.2 | . | 0.1 | -3
> CC1(C)SC2[C@H](NC(=O)C(NC(=O)N3CCNC3=O)c3ccccc3)C(=O)N2C1C(=O)O (stereo partly drawn)
 : 1 | 1344 | 0 | 11 | -2 | 0.9 | 1 | . | 9 | -0.4 | 5
> CCCNC(=O)N1CCC(C(=O)c2ccc(Cl)cc2)CC1
 : -11 | 1489 | -2 | -2 | -5 | 1.1 | 6 | . | -12 | 2.3 | .
> O=C1NCCCC1C(=O)N/N=C/c1ccccc1 (stereo not drawn)
 : 2 | 1619 | 1 | -5 | 6 | 1 | -5 | . | 5 | -3.5 | .
> Cc1sc2nc(SCC(=O)N(C)C)[nH]c(=O)c2c1C
 : -9 | 1503 | 1 | 3 | 3 | 0.9 | -1 | -0.039 | 11 | -0.6 | -8
> COc1nc(OCCNC(=O)Nc2ccccc2)nc(N(C)C)n1
 : 9 | 1630 | -3 | 12 | 7 | 1 | -1 | . | -4 | 0.6 | -4

# Profiles as entered above. Screens in order: PPARg SRC1 recr	SRC2 TRFRET art	PPARg SRC2 recr	TLR4-MyD88 BLA	PPARg SRC-3 ag	bIAP act	L major viab	ROMK primary	bIAP inhibitor	Redox H2O2 prof	S1P3 antag
# Results for `Cc1ccc(C(=O)C(NC(=O)c2ccco2)Nc2sc3c(c2C(N)=O)CCCC3)cc1` (stereo not drawn) → 3	1418	7	-18	7	3.6*	6	.	-263	0.6	.
# Results for `CC(=O)Nc1nc2ccccc2n1CCOc1ccccc1Cl` → 8	1603	0	0	7	0.9	99*	.	8	1.4	-15

# Remaining list, next part.
# Values in the order – PPARg SRC1 recr | SRC2 TRFRET art | PPARg SRC2 recr | TLR4-MyD88 BLA | PPARg SRC-3 ag | bIAP act | L major viab | ROMK primary | bIAP inhibitor | Redox H2O2 prof | S1P3 antag
> COc1ccc(F)cc1S(=O)(=O)Nc1ccc2c(c1)OCO2
 : -1 | 1378 | 11 | 4 | -17 | 0.9 | 5 | . | 7 | 1.8 | 9
> O=C(NCc1ccccc1Cl)c1cccc(NC(=O)c2ccccc2)c1
 : 3 | 1592 | 0 | 3 | 1 | 0.9 | 0 | . | 10 | 0.0 | 2
> CCOC(=O)C(C)n1nc(/C=C/c2ccccc2)ccc1=O (stereo not drawn)
 : 0 | 1478 | 3 | -6 | 0 | 1 | -5 | . | -2 | 2.8 | .
> COc1cccc(NC(=O)N2CCN(c3cccc(C)c3)C(C)C2)c1 (stereo not drawn)
 : 5 | 1770 | 11 | -2 | 4 | 1.1 | 5 | . | -6 | -0.3 | 14
> CCOC(=O)C=Nc1c(N)n(C)c(=O)n(C)c1=O
 : 2 | 1541 | -1 | -5 | 7 | 1 | 30 | -0.11 | 1 | -0.1 | 5
> CCOC(=O)C(CCCCCOc1ccc([N+](=O)[O-])cc1)C(=O)OCC
 : -2 | 1461 | 0 | -7 | 2 | 1 | 10 | . | 0 | -4.0 | .
> Cc1ccc(S(=O)(=O)N(C)c2c(C)ccc(S(=O)(=O)Nc3ccncc3)c2C)cc1
 : 2 | 1462 | -1 | -8 | -3 | 0.8 | -5 | 1.1 | 18 | -0.1 | -6
> Fc1cccc(CSc2ncnc3c2oc2ccccc23)c1
 : 36* | 2464* | 45* | -2 | 42* | 0.9 | -8 | . | 6 | 0.8 | 15
> c1ccc(-c2noc(CC3CCCCC3)n2)cc1
 : 0 | 1652 | 6 | 3 | 7 | 0.9 | -5 | 1 | 7 | 0.1 | -3
> O=C(COC(=O)C1(c2ccc(F)cc2)CCCC1)NC1CC1
 : -4 | 1373 | 4 | -5 | -8 | 0.9 | 0 | -0.62 | 5 | -0.1 | .
> CCN(CC)C(=O)CSc1nnc(COc2ccccc2)n1N
 : -3 | 1485 | -1 | -8 | 1 | 1 | -5 | 1.9 | -2 | -1.0 | -7
> CCc1cc2c(N[C@@H](Cc3c[nH]c4ccccc34)C(=O)O)ncnc2s1
 : -2 | 1532 | 2 | 9 | 0 | 1 | -4 | -0.079 | 4 | -0.6 | 15
> CCn1c(=O)cc(SCC(=O)Nc2ccc3c(c2)OCCO3)c2ccccc21
 : 69* | 3434* | 85* | 8 | 92* | 1.1 | -3 | -0.36 | -10 | 0.4 | -3
> O=c1[nH]c(NNC(=S)NCc2ccccc2)nc2c1C1(CCCCC1)Cc1ccccc1-2
 : -4 | 1336 | 11 | 0 | 3 | 1.1 | -5 | -0.47 | -6 | -0.7 | -8
